From PubChem
TAAR1 agonist: human TAAR1 agonism. CHO RD-HGA16 TAAR1, Fluo-8 calcium fluorescence; vehicle wells 0%, saturating PEA agonist 100%. activation, % at 3 µM. 360,000 compounds, 0.99% hits;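 active = activation above the mean activation of all test compounds in the run plus 3 SD, cut at about 38% in these data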
Target sequence (Q96RJ0 whole entry, looked up): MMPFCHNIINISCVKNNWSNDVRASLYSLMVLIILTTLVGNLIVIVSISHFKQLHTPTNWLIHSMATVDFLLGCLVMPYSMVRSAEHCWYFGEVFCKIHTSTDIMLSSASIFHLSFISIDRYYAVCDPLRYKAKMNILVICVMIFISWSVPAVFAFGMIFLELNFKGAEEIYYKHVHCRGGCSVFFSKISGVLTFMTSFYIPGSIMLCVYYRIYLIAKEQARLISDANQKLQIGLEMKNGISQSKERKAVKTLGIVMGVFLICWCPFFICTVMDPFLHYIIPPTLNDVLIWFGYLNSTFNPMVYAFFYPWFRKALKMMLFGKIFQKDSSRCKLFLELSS
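Test system: RD-HGA16 (CHO) cells co-expressing Gα16 and hTAAR1 / Benchmarks: DMSO vehicle as 0%, PEA at EC100 as 100% / Repeats: no replicates (n 1) / Measure: % activation from peak over basal fluorescence ratio, DMSO-to-PEA scaled / Timing: 17-24 h plating, Fluo-8 75 min 37 °C, 30 min RT / Technique: kinetic Fluo-8 calcium fluorescence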
M1 PAM: potentiates human M1 receptor response to acetylcholine; P11229; 360,000 compounds, 0.088% hits; CHO-K1 hM1, Fluo-8 calcium fluorescence, ACh EC20; 0% = ACh EC20, 100% = maximal ACh; activation, % at 3 µM; AID 588819; in the data active = activation above about 19%, passing the limit was not always enough
Target sequence (P11229 whole entry, looked up): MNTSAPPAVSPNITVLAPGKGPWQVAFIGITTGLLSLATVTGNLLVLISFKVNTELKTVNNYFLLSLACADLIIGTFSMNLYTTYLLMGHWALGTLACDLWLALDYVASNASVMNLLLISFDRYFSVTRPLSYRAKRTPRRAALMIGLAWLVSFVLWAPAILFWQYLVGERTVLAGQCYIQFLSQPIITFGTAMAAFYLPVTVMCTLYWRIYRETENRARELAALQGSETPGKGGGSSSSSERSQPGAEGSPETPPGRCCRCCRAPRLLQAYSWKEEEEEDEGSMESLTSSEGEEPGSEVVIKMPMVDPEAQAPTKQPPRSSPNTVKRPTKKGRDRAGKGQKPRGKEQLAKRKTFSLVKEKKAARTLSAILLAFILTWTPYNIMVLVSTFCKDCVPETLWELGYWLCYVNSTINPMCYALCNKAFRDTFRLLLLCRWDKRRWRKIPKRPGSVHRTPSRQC
CHRM1 agonist: activates human CHRM1 receptor; AID 588814; activation, % at 3 µM; CHO-K1 hM1, Fluo-8 calcium fluorescence, agonist mode; 0% DMSO, 100% acetylcholine EC100; P11229; 360,000 compounds, 0.33% hits;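 active = activation above the run's mean compound activation plus 3 SD, cut at about 16% in these data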;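 note: peak over basal fluorescence ratio within a 140 s kinetic read after compound addition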
TAAR1 antag: antagonists of human TAAR1; Q96RJ0; CHO RD-HGA16 TAAR1, Fluo-8 calcium fluorescence, antagonist; inhibition, % at 3 µM; 360,000 compounds, 1.5% hits;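 active = inhibition above a per-plate cutoff, the mean inhibition of test compounds on that plate plus 3 SD, cut at about 49% in these data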;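 note: 0% = DMSO plus EC80 beta-PEA response and 100% = DMSO alone without agonist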
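Material: RD-HGA16 CHO cells with stable hTAAR1 and Gα16; Dosing: single nominal final test compound concentration of 3 µM; Schedule: seeding 17-24 h prior, 75-min 37 °C, 30-min RT dye loading; Detection: kinetic Fluo-8 calcium fluorescence measurement; Measure: % inhibition from peak post-agonist over basal fluorescence ratio; Benchmarks: vehicle and agonist controls.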
V1R ag counter: counter-screen for oxytocin receptor agonists: human V1a receptor agonists | 320,000 compounds, 0.25% hits | CHO-V1R cells, Fluo-8 calcium fluorescence, agonist mode; 0% DMSO, 100% 3 nM vasopressin | P37288 | activation, % at 3 µM;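 active = activation above the mean activation of all tested compounds plus 3 SD, per screening run, cut at about 20% in these data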;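 note: signal is peak over basal fluorescence ratio across a 100 second FLIPR read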
OXTR agonist: human OXTR agonism | CHO-OTR cells, Fluo-8 calcium fluorescence; normalized: DMSO 0%, oxytocin 100% | activation, % at 3 µM | 320,000 compounds, 0.32% hits | AID 2435;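 active = activation above the mean of all tested compounds plus 3 SD, cutoff set per screening run, cut at about 20% in these data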;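 note: peak over basal fluorescence ratio from a 100 s FLIPR kinetic read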
CHO parental Ca: counter-screen for OX1R antagonists: effect in parental CHO cells; parental CHO-K1, ATP-induced calcium, Fluo-8 fluorescence; inhibition, % at 5.6 µM; 330,000 compounds, 0.63% hits;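 active = inhibition above that plate's mean sample inhibition plus 3 SD, cut at about 26% in these data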;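 note: 0% = ATP-challenged DMSO wells and 100% = DMSO wells without ATP; some compounds past the cut are filed as inactive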
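Assay system: untransfected parental CHO cell line. Also added: ATP agonist challenge. Dosing: one dose, 5.6 µM nominal. Measured by: Fluo-8 fluorescence. Read-out: % inhibition. Benchmarks: ATP wells versus no-ATP DMSO wells. Repeats: no replicates.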
OXTR potentiator: potentiators of human oxytocin receptor | activation, % at 3 µM | P30559 | CHO-OTR cells, Fluo-8 calcium fluorescence, potentiator mode; 0% = oxytocin EC15, 100% = EC100 | 320,000 compounds, 0.061% hits;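 active = activation above that plate's cutoff, the mean activation of tested compounds plus 3 SD, cut at about 6.6% in these data, passing the limit was not always enough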;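 note: 100% uses oxytocin at 75 nM as the full agonist control; some results filed as inactive read as strong as hits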
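Assay system: CHO-OTR cells, human receptor / Also added: oxytocin at about EC15, sub-maximal agonist stimulus / Dosing: single dose, 3.0 µM nominal final compound concentration / Incubation: 6 min pre-incubation, 100 s read / Technique: Fluo-8 calcium dye fluorescence / Read-out: % activation vs EC15 and EC100 oxytocin / Benchmarks: EC15 oxytocin low, 75 nM oxytocin high / Replicates: singlicate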
M1 antag: blocks human M1 muscarinic receptor. CHO-K1 hM1, Fluo-8 calcium fluorescence, ACh EC80 antagonist. inhibition, % at 3 µM. 360,000 compounds, 1.3% hits;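 active = percent inhibition above its own plate's cutoff, namely the mean of that plate's compound wells plus 3 SD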;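 note: peak over basal fluorescence ratio during 140 s after agonist addition; 0% = ACh EC80 plus DMSO and 100% = DMSO alone without agonist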
* hit, by the source's call; / = not tested or not shown. Hits appear at their usual frequency. About 3.7% of those tested had a hit in this group.

SMILES	TAAR1 agonist	M1 PAM	CHRM1 agonist	TAAR1 antag	V1R ag counter	OXTR agonist	CHO parental Ca	OXTR potentiator	M1 antag
O=C(CCl)Nc1cccc(CP(=O)(c2ccccc2)c2ccccc2)c1	0	11	0	1	-2.1	-0.5	-21	-5	-15
O=C1NC(Cc2ccc(O)cc2)c2nc3cc(F)ccc3c(=O)n2-c2cc3ccccc3cc21 (stereo not drawn)	5	-7	3	24	/	/	/	/	5
NS(=O)(=O)c1ccc2ccccc2c1	0	5	-2	-12	1.5	1.1	-16	3	-10
Cc1cc(C)n(-c2cc(N3CCN(C(=O)c4cccc(Br)c4)CC3)ccc2[N+](=O)[O-])n1	9	-4	-1	11	4.5	1.7	-11	-11	-14
O=C(COC(=O)CNC(=O)c1cccc([N+](=O)[O-])c1)Nc1nc2ccccc2s1	10	-5	-4	3	0.3	1.5	7	-1	3
Cc1ccc(NC(=O)Cn2nnc(C(=O)NCc3cccs3)c2N)cc1F	9	-1	0	-13	1.4	0.6	7	-4	0
CC1CCN(C(=O)COC(=O)c2ccccc2NC(=O)c2ccco2)CC1	3	12	-1	8	-0.5	-0.3	-24	6	-8
C=CCNC(=O)CSc1ccc(Cl)cc1	8	3	-2	5	0.6	0.1	8	-1	-8
CN(C)C(=O)c1cccc(-c2cccc(-c3nc(C(=O)NCc4ccccc4)cc4c3[C@H](CCO)N(S(=O)C(C)(C)C)C4)c2)c1 (stereo partly drawn)	-1	-1	-12	-3	/	/	/	/	8
Cc1ccc(/C=N/NC(=O)c2cc(-c3ccncc3)nc3ccccc23)o1	2	10	-3	1	/	/	/	/	-18
COc1cc(S(=O)(=O)N2CCC(N3CCCCC3)CC2)ccc1-n1cnnn1	7	0	-6	-14	/	/	/	/	-4
CNC(=O)C[C@H]1C(=O)N(c2ccc(Br)cc2)C[C@@H]1CSC	4	-2	-3	4	/	/	/	/	1

A different layout for 2 compounds above:
O=C(COC(=O)CNC(=O)c1cccc([N+](=O)[O-])c1)Nc1nc2ccccc2s1
  TAAR1 agonist: 10
  M1 PAM: -5
  CHRM1 agonist: -4
  TAAR1 antag: 3
  V1R ag counter: 0.3
  OXTR agonist: 1.5
  CHO parental Ca: 7
  OXTR potentiator: -1
  M1 antag: 3
Cc1ccc(NC(=O)Cn2nnc(C(=O)NCc3cccs3)c2N)cc1F
  TAAR1 agonist: 9
  M1 PAM: -1
  CHRM1 agonist: 0
  TAAR1 antag: -13
  V1R ag counter: 1.4
  OXTR agonist: 0.6
  CHO parental Ca: 7
  OXTR potentiator: -4
  M1 antag: 0

(continued)
SMILES	TAAR1 agonist	M1 PAM	CHRM1 agonist	TAAR1 antag	V1R ag counter	OXTR agonist	CHO parental Ca	OXTR potentiator	M1 antag
Cc1ccc(C2=NOC(C)(c3nnc(-c4ccc(Cl)cc4)o3)C2)cc1 (stereo not drawn)	0	0	-4	12	-0.7	-1.2	-16	3	7
O=C(CSc1nnc(C2CC2)n1-c1ccccc1)NCc1ccco1	3	9	-3	-12	-0.2	-0.1	-7	-19	-10
CC(C)C[C@H]1CNC(=O)C(=O)N1CC1CCN(CC2CCC(C)CC2)CC1 (stereo partly drawn)	0	-19	-11	-13	/	/	/	/	39*
O=C(CC1C(=O)NCCN1Cc1ccccn1)NCCc1ccccc1F (stereo not drawn)	78*	4	-5	41	0.7	0.8	-4	-10	-1
COC(=O)Cn1c(C)nc2c(sc3nc(C)cc(C)c32)c1=O	/	2	-4	/	-1.5	-1.2	-5	-16	-30
CCc1nnc(NC(=O)c2ccc(S(=O)(=O)NC3CCCCC3)cc2)s1	4	-5	2	-17	9.9	6.0	1	-11	-13
N#Cc1cccc(NC(=O)Cn2cnc(S(=O)(=O)N3CCCCC3)c2)c1	0	15	-1	-1	-0.2	-0.3	-4	1	-14
CC12CCC(C(=Nc3ccc(N=C4C(=O)C5(C)CCC4C5(C)C)cc3)C1=O)C2(C)C	/	/	/	/	0.9	0.3	-1	-8	/
Cc1cccc(NC(=O)CCS(=O)(=O)c2cccc3nonc23)c1C	6	21	6	-1	-0.3	0.7	2	-10	-14
Cc1cccc(/C=C(\C#N)C(=O)Nc2ccccn2)c1	3	3	-2	-5	0.4	0.3	-9	-2	-4
CN1C(=O)CC(Sc2ncccc2C(=O)O)C1=O (stereo not drawn)	0	5	-1	-9	0.6	-0.5	3	-6	-4
O=c1c(Cc2ccc(Cl)cc2Cl)c(O)ccn1Cc1ccncc1	6	3	-1	-3	-0.3	-0.8	-20	0	3

Five neighbouring compounds from above, quoted:
SMILES	TAAR1 agonist	M1 PAM	CHRM1 agonist	TAAR1 antag	V1R ag counter	OXTR agonist	CHO parental Ca	OXTR potentiator	M1 antag
O=C(CSc1nnc(C2CC2)n1-c1ccccc1)NCc1ccco1	3	9	-3	-12	-0.2	-0.1	-7	-19	-10
CC(C)C[C@H]1CNC(=O)C(=O)N1CC1CCN(CC2CCC(C)CC2)CC1 (stereo partly drawn)	0	-19	-11	-13	/	/	/	/	39*
O=C(CC1C(=O)NCCN1Cc1ccccn1)NCCc1ccccc1F (stereo not drawn)	78*	4	-5	41	0.7	0.8	-4	-10	-1
COC(=O)Cn1c(C)nc2c(sc3nc(C)cc(C)c32)c1=O	/	2	-4	/	-1.5	-1.2	-5	-16	-30
CCc1nnc(NC(=O)c2ccc(S(=O)(=O)NC3CCCCC3)cc2)s1	4	-5	2	-17	9.9	6.0	1	-11	-13

Additional entries follow:
SMILES	TAAR1 agonist	M1 PAM	CHRM1 agonist	TAAR1 antag	V1R ag counter	OXTR agonist	CHO parental Ca	OXTR potentiator	M1 antag
CCC1(CC)Cc2ccccc2-c2[nH]c(=S)[nH]c(=O)c21	4	4	-2	-37	0.1	-0.5	-13	2	-8
CCOc1ccc(N2C(=O)C3=C(C(c4ccc(Cl)cc4)=NCCN3)C2c2cccnc2)cc1 (stereo not drawn)	3	-8	-7	-16	0.5	-0.2	-5	-2	17
CCCOP(=O)(c1ccc(N(C)C)cc1)C(O)c1c(Cl)cccc1Cl (stereo not drawn)	1	14	-9	-17	-0.2	-0.9	-18	-11	-21
CN(c1cccc2cccnc12)S(=O)(=O)c1ccccc1	2	6	-6	4	-0.2	-0.2	-17	-5	-10
COC(=O)c1nn(-c2ccccc2)c(=O)cc1Oc1ccc(Cl)cc1	0	15	-2	-10	-0.4	-1.8	-7	0	-13
CC1=C(C(=O)OCC2CCCO2)C(c2ccccc2Cl)NC(=O)N1 (stereo not drawn)	8	3	-2	-1	0.6	0.6	-1	-3	2
COc1ccc(-c2cc(C(=O)Nc3cccc(O)c3)no2)cc1	2	-9	0	16	5.0	3.1	0	-14	10
COc1ccc(CNC(=O)C(=O)NCC2OCCN2S(=O)(=O)c2ccc(F)cc2)cc1 (stereo not drawn)	0	-2	-2	-26	1.1	-0.6	1	-1	5
CCN(CC)c1ccc(N2C(=O)CSC2=S)cc1	4	0	-3	-11	2.1	1.4	-7	2	1
CCOC(=O)Cn1cc(C(=O)c2cccs2)c2ccccc21	4	1	-2	-16	-0.6	-2.8	-34	0	1
CCOC(=O)Cn1ncc(-c2ccccc2)c1N	1	14	-1	9	-0.5	0.6	-5	2	-11
CCc1ccc(Nc2n[n+](-c3ccccc3)c(/C=C/c3ccccc3)s2)cc1	/	/	/	/	1.1	1.1	-22	-2	/
COCCNC(=O)CSc1ccccc1C(=O)NC1CCCc2ccccc21 (stereo not drawn)	-1	7	-8	7	3.9	0.3	-18	-1	-2
CCc1ccc(NC(=O)C2CCN(S(=O)(=O)c3ccc4c(c3)N(C(C)=O)CCO4)CC2)cc1	/	8	-2	/	6.2	0.8	-13	-5	-15
COc1ccc2nc(/N=C/c3c(C)[nH]n(-c4ccc(C)cc4)c3=O)sc2c1	-1	7	-6	2	0.4	0.1	-6	4	-7
Cc1sc2nc(-c3ccccn3)[nH]c(=O)c2c1-c1ccccc1	5	10	0	-10	0.6	-0.1	-6	-2	-6
Cc1ccc(NC(=O)C2Cc3ccccc3C(=O)O2)cc1 (stereo not drawn)	5	9	-2	-32	-0.3	0.6	-9	0	-10
Cn1c(SCC(=O)CC(=O)Nc2ccccc2)nnc1-c1ccc(O)cc1	7	9	0	-4	1.7	6.1	4	-10	-30
Cc1cc2nnc(SCC(=O)NCc3ccco3)n2c2ccccc12	1	5	-4	4	-0.5	-1.3	-16	-1	-25
Cc1[nH]n(-c2ccccc2)c(=O)c1C=Nc1ccc(S(=O)(=O)Nc2nccs2)cc1	12	6	-4	-17	0.5	-0.4	-11	-6	-3
Cc1ccc(NC(=O)c2ccccc2[N+](=O)[O-])nc1	4	5	-6	9	-0.1	-1.5	-8	-3	-5
CCCS(=O)(=O)N1CCC(C(=O)NC2CCCCC2C)CC1 (stereo not drawn)	2	6	-2	1	0.3	0.9	-2	-1	-12
CCCOc1ccccc1/C=C1/C(=O)ON=C1C	10	2	-6	-12	0.8	1.8	3	0	0
Cc1cs/c(=N\N=C2CCCCC2)n1Cc1ccco1	11	1	-4	4	-0.5	-0.9	1	3	4
O=C(CSc1nnc(-c2cccs2)o1)N1CCc2ccccc21	2	5	-4	26	-0.7	-1.8	-14	-12	-10
Cc1ccc(C)c(N2CCN(C(=O)c3cc4ccccc4oc3=O)CC2)c1	12	-1	-2	-26	5.1	0.6	-16	-4	1
C#CCOCCOCCOCCNc1nc(N2CCN(C(=O)CCCCCCCCCCNC(=O)[C@@H](CCSC)n3cc(CCO)nn3)CC2)nc(N2CCN(C(=O)CCCCCCCCCCNC(=O)[C@H](CCC(=O)O)n3cc(CCCCCN)nn3)CC2)n1	/	-3	6	/	18	1.5	-16	-10	4
O=C(Nc1cccc(-c2cccc(Cl)c2)c1)C1CCN(C2CCC2)CC1	45*	-7	1	27	5.0	5.5	4	-20	15
Cc1noc(C)c1COc1ccc(C(=O)OCC(=O)N2c3ccccc3NC(=O)C2(C)C)cc1	31	-10	2	67*	5.7	3.3	-13	-11	28
COc1ccc(OCCNC(=O)CCCO)cc1	3	9	-1	-29	0.0	0.3	1	-2	-13
CCOC(=O)CN(C(=O)CSc1nnc(COc2ccc(OC)cc2)n1C)c1ccccc1	1	4	-2	8	-0.2	-0.2	-3	-13	15
